# LDHA inh – inhibitors of human lactate dehydrogenase A; purified LDHA, NADH/diaphorase-resazurin fluorescence; hits give low values; activity change, % (values are at about 110 or 230 µM); hit rate 0.15% among 480,000; AID 1347041; in the data active = activity change below about -30%; inconclusive = mostly about -25% to -30%;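 also: plate controls were DMSO wells for no effect and wells without enzyme for full effect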
#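 Enzyme activity of human lactate dehydrogenase 5 (2 nM; 0.06 mM NADH, 0.2 mM pyruvate, 5 min, RT) is measured via a resazurin/diaphorase fluorescence readout of residual NADH.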
# Pol iota inh – blocks human DNA polymerase iota activity | Q9UNA4 | Pol iota fluorescent replication assay, 10 min | Potency, µM (doses to about 115 µM), without a hit: at the highest dose activity, negative = inhibition, actives largely listed as inhibitors | hit rate 1% among 390,000; also: potency is read from the fitted curve at half-maximal effect
#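 Pol iota at 10 nM preincubated 15 min with compounds at room temperature; reaction started with fluorescent substrate, 50 nM final. Fluorescence read kinetically at 0 and 10 min; buffer-only wells as negative control.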
# POLH inh – inhibitors of human DNA polymerase eta; Q9Y253; recombinant Pol eta, fluorescent DNA replication assay; Potency, µM (series often up to 114 µM), inactives show at the top dose activity change, negative = inhibition, hits mostly inhibitors; hit rate 1.2% among 390,000; AID 588591; also: potency is read from the fitted curve at half-maximal effect; % is scaled to controls: 0 for no effect and ±100 for the full control effect
# Target sequence (Q9Y253 whole entry, looked up): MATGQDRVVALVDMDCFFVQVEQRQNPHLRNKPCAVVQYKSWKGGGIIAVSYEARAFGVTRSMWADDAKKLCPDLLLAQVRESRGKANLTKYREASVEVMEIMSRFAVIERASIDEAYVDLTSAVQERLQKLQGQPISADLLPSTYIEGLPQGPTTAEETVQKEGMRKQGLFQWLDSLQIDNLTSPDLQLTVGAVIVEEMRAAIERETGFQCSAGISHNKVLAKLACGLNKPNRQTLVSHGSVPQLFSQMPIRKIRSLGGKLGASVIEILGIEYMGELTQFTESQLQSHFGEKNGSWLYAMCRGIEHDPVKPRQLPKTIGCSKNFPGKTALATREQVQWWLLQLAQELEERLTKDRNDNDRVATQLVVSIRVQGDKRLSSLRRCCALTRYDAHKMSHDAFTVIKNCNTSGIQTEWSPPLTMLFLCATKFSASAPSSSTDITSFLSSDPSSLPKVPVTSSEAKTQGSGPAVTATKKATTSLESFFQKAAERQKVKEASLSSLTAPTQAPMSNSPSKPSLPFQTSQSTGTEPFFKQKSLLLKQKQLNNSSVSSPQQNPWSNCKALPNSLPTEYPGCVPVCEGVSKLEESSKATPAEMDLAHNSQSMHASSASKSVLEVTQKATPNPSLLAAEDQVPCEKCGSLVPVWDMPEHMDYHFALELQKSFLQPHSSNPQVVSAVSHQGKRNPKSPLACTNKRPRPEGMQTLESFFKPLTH
#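 Fluorescent replication assay: 50 nM final substrate added after a 15 min room-temperature compound preincubation with 10 nM enzyme. Signal taken at 0 min and again at 10 min.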
# Glioma ERSR ind – ER stress response induction in glioma | hit rate 0.02% among 420,000 | AID 602332 | U87-MG GRP78 promoter luciferase reporter, 16 h | Potency, µM, inactives show top-dose activation, usual class: activators; also: potency is read from the fitted curve at half-maximal effect; series mostly up to about 76 µM; % of control where 0% means no effect; nearly all actives have a fitted effect of over 35% in size
#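 ERSR induction read as luciferase luminescence (Bright-Glo, 10 min at room temperature) in stably transfected human U87-MG glioma cells exposed to compounds for 16 h, using GRP78 as sensor.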
# Apoferritin bind – binds horse apoferritin like a general anesthetic. P02791. apoferritin/1-aminoanthracene competitive binding, fluorescence. Potency, µM (series often up to 77.5 µM), for the others: top-dose activity change, negative = displacement, hits mostly inhibitors. hit rate 0.074% among 350,000. AID 485281; also: potency is read from the fitted curve at half-maximal effect; % is scaled to controls: 0 for no effect and ±100 for the full control effect; nearly all actives have a fitted effect of over 20% in size
#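 Probe: 1-aminoanthracene (50% saturated, PBS). Protein: horse-spleen apoferritin, 10 uM. Incubation: 10 min, room temperature. Detection: 380 nm excitation, 535 nm emission. Analysis: normalized response, four-parameter Hill.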
# BLM helicase inh – inhibitors of human Bloom syndrome helicase BLM. recombinant BLM DNA unwinding, fluorescence dequenching. Potency, µM (top dose mostly 56.1 µM), for inactives: at the highest dose activity change, negative = inhibition, actives largely listed as inhibitors. hit rate 0.2% among 350,000;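 also: potency is read from the fitted curve at half-maximal effect; plate controls were vehicle for no effect and no enzyme for full effect; nearly all actives have a fitted effect of over 35% in size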
# POLB inh – inhibitors of human DNA polymerase beta. P06746. Pol beta primer extension/strand displacement, fluorescence kinetic. Potency, µM (highest dose often 114 µM), for inactives: top-dose activity change, negative = inhibition, usual class: inhibitors. hit rate 1.3% among 340,000; also: potency is read from the fitted curve at half-maximal effect; % is scaled to controls: 0 for no effect and ±100 for the full control effect
#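 10 nM enzyme + cpd, 15 min RT; start with substrate 50 nM final; read 0 min and after 10 min RT. Corrected, normalized data; 4-parameter Hill curve fit.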
# Pol kappa inh – blocks human DNA polymerase kappa activity. hit rate 0.53% among 400,000. Q9UBT6. Potency, µM (titrated, usually from 107 µM), inactives show at the highest dose activity, negative = inhibition, usual class: inhibitors. purified Pol kappa, fluorescent DNA synthesis assay, 10 min. AID 588579; also: potency is read from the fitted curve at half-maximal effect; % is scaled to controls: 0 for no effect and ±100 for the full control effect
#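 10 nM Pol kappa was preincubated with compounds for 15 min at room temperature. Reaction started with 50 nM (final) substrate. Fluorescence read kinetically at 0 and 10 min.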
# APE1 inh – blocks human APE1 abasic DNA cleavage; Potency, µM (titrated, usually from 65.8 µM), inactives show top-dose activity change, negative = inhibition, actives largely listed as inhibitors; recombinant APE1, TAMRA/BHQ-2 abasic DNA cleavage fluorescence; hit rate 0.35% among 350,000;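 also: potency is read from the fitted curve at half-maximal effect; plate controls were vehicle for no effect and reference inhibitor for full effect; nearly all actives have a fitted effect of over 55% in size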
# Target sequence (P27695 whole entry, looked up): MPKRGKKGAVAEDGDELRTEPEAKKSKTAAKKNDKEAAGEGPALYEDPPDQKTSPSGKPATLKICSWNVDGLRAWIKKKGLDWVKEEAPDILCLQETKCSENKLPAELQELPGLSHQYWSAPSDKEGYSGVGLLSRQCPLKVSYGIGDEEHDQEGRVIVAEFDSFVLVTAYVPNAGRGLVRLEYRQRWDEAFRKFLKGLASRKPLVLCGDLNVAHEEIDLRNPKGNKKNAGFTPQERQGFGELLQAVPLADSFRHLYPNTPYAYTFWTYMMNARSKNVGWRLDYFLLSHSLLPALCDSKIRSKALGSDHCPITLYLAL
#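 Endonuclease cleavage of a quenched abasic-site DNA duplex (50 nM) by APE1 (0.75 nM) was tracked by TAMRA dequenching. Compounds were preincubated with enzyme 15 min at room temperature; data normalized to buffer-only and DMSO wells plus NSC13755 control.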
# An asterisk follows results filed as active; ? = inconclusive; nt = not tested or not shown; & = joins results of further samples; ! = not confirmed by another sample; [ ] = dose if it differs, or a comment. Unless noted, calls follow the shape of the dose curve; as a rule, active = well fitted curve in the direction sought with a large enough effect; inconclusive = small, poorly fitted or top-dose-only effect, or another doubt; inactive = no such curve, though single readings can be large; an effect the other way counts as inactive or inconclusive. Only part of the results is shown (hit frequency here may not be typical).
SMILES,LDHA inh,Pol iota inh,POLH inh,Glioma ERSR ind,Apoferritin bind,BLM helicase inh,POLB inh,Pol kappa inh,APE1 inh
CN(Cc1ccccc1)C(=O)c1ccc(S(=O)(=O)N(C)c2ccccc2)cc1,-5,-14%,-4%,-1%,nt,nt,nt,-3%,14%
COc1cc(CC(=O)Nc2cc(S(=O)(=O)N3CCOCC3)ccc2N2CCCC2)cc(OC)c1OC,6,7%,-17%,-1%,nt,nt,nt,-14%,nt
CCOC(=O)N1CCN(Cc2nnc(-c3ccccc3C)o2)CC1,1,43%[activator],-7%,-1%,-9%,7%,3%,0%,28%
C/C(=N\Nc1nc(-c2ccccc2O)nc2ccccc12)c1ccccc1,-8,44%[activator],-11%,1%,-11%,-4%,-3%,4%,5%
CNS(=O)(=O)c1cccc(C(=O)OCC(=O)c2ccc(S(=O)(=O)N3CCCCC3)cc2)c1,-4,-16%,-8%,0%,nt,nt,nt,-11%,-17%
O=C(NC1CCCCC1)[C@H](O)[C@@H](O)C(=O)NC1CCCCC1,-1,6%,-6%,-4%,-5%,0%,7%,-2%,1%
COc1ccc(C(=O)c2c(NC(C)=O)sc3c2CCN(C(=O)OC(C)(C)C)C3)cc1,1,8%,-17%,-6%,?,-11%,-21%,-9%,0%
Cc1ccc(S(=O)(=O)Nc2ccccc2C(=O)N2CCCC2)cc1,0,-7%,-16%,-2%,-6%,-1%,11%,-10%,31%
COc1cc2cc(Oc3ccc4ccc(=O)oc4c3)c(=O)oc2cc1O[C@@H]1O[C@H](CO)[C@@H](O)[C@H](O)[C@H]1O,7,50µM*,8.9µM*,-2%,nt,nt,nt,45µM*,-39%
Cc1ccc(Cn2ccsc2=NC(=O)COC(=O)C(C)C)cc1,0,-2%,-20%,-3%,-4%,-4%,-22%,-1%,27%
Nc1nc2ccc(NC(=O)c3ccco3)cc2s1,-5,70%[activator],-11%,4%,-4%,0%,5%,-13%,70%
COc1ccc2c(c1)cc(C)c1nnc(SCC(=O)N3CCN(C(=O)c4ccco4)CC3)n12,1,41%[activator],-13%,-2%,-14%,1%,21%,-6%,-5%
O=C(CCOc1ccccc1)Nc1ccnn1C1CCN(Cc2ccc(O)cc2)CC1,-2,48%[activator],-10%,-6%,-15%,-8%,-1%,0%,27%
Cc1c2cnn(CC(=O)NCCN3CCOCC3)c(=O)c2c(C)n1Cc1ccc(F)cc1,-2,35%[activator],-22%,-4%,-6%,3%,2%,-2%,-2%
c1cnc(-c2noc(CN3CCN(C4C5CC6CC(C5)CC4C6)CC3)n2)cn1 (stereo unspecified),-10,8%,5%,-1%,-6%,-4%,16%,-14%,-2%
CS(=O)(=O)N(CC(=O)Nc1cccc(F)c1)Cc1ccccc1,-8,0%,-11%,-3%,-6%,-3%,-2%,-13%,2%
Cc1ccc(N2C(=O)C(c3c(C)[nH]n(-c4ccccc4)c3=O)(C(F)(F)F)C3=C2CC(C)(C)CC3=O)cc1 (stereo unspecified),-3,?,-5%,7%,-11%,-5%,23%,2%,4%
CN1C[C@H]2CON(C)[C@H]2C[C@H]1c1cccc(N2CCOCC2)c1,8,22%,-10%,2%,nt,nt,nt,8%,nt
CC1(c2ccc3c(c2)OCCCO3)NC(=O)N(CC(=O)NCCc2ccccc2)C1=O (stereo unspecified),-8,21%,-19%,-4%,nt,nt,nt,-7%,-1%
COc1ccc(OCC(=O)Nc2ccc3c(c2)CCC3)cc1,1,34%[activator],-13%,0%,nt,nt,nt,7%,41%
CC1(C)Cc2c(sc3nc(SCC(=O)N4CCOCC4)nc(N)c23)CO1,4,8%,0%,-2%,-11%,-1%,5%,-9%,3%
Cc1ccc(N2C(=O)/C(=C/c3cccnc3)SC2=S)cc1,-5,189%[activator],-14%,-2%,2%,2%,47%,-6%,0%
CC(Oc1ccccc1)C(=O)NC1C(=O)N2C1SC(C)(C)C2C(=O)O (stereo unspecified),-6,-1%,11%,-2%,-3%,-1%,11%,-15%,-3%
Oc1cc(O)c2c(c1)O[C@H](c1ccc(O)c(O)c1)[C@H](O)C2,6,89µM*,-6%,-5%&-1%&-3%,4%,-3%,3%,89µM*!,-9%
C/C(=N\Nc1nc(N2CCOCC2)nc(N2CCOCC2)n1)c1cccs1,-8,85%[activator],-16%,-4%,-3%,-3%,-4%,8%,0%

# 2 compounds drawn at random from those above, as already listed:
SMILES,LDHA inh,Pol iota inh,POLH inh,Glioma ERSR ind,Apoferritin bind,BLM helicase inh,POLB inh,Pol kappa inh,APE1 inh
c1cnc(-c2noc(CN3CCN(C4C5CC6CC(C5)CC4C6)CC3)n2)cn1 (stereo unspecified),-10,8%,5%,-1%,-6%,-4%,16%,-14%,-2%
Oc1cc(O)c2c(c1)O[C@H](c1ccc(O)c(O)c1)[C@H](O)C2,6,89µM*,-6%,-5%&-1%&-3%,4%,-3%,3%,89µM*!,-9%

# (cont.)
SMILES,LDHA inh,Pol iota inh,POLH inh,Glioma ERSR ind,Apoferritin bind,BLM helicase inh,POLB inh,Pol kappa inh,APE1 inh
CCCc1nc2n[nH]c(N)c2c2c1COC(C)(C)C2,5,9%[58.9 µM],-4%,-5%,-13%,-6%,4%,-7%,1%
CC(=O)Oc1cccc(Nc2ncnc3ccccc23)c1,-5,-1%,-4%,1%,-8%,-10%,20%,-1%,16%
CC(C)c1onc(C(=O)Nc2cccc(O)c2)c1[N+](=O)[O-],-6,14%,-8%,6%,-11%,-1%,37%[activator],1%,12%
C#CCSc1nc(-c2ccccc2)c2cc(Cl)ccc2n1,-9,16%,-6%,-3%,-12%,-2%,2%,1%,nt
O=S(=O)(/N=C(/Sc1ccc(Cl)cc1)c1ccccc1)c1ccccc1,-3,-15%,nt,1%,nt,nt,nt,-31%,nt
CN(C(=O)c1ccc(NC(=O)Cc2ccc(NC(=O)C3CCN(C(=O)C4CC4)CC3)cc2)cc1)C1CC1,-2,43%[activator],-13%,-1%,nt,nt,nt,-6%,18%
Cn1c2ccccc2c2cnn(CC(=O)NCc3ccc(Cl)cc3)c(=O)c21,-4,16%,-8%,0%,7%,-3%,1%,-12%,nt
O=C(NC12CC3CC(CC(C3)C1)C2)N1CCN(S(=O)(=O)c2ccc(Cl)cc2)CC1,0,-2%,-18%,-2%,-7%,-1%,34%,-3%,-5%
COc1ccc(S(=O)(=O)N(CCc2ccccc2)CC(=O)N/N=C/c2ccc3c(c2)OCO3)cc1,-10,4%,-19%,-3%,-10%,-1%,33%,-10%,17%
COc1ccc(CCC(C)NC2C3CC4CC(C3)CC2C4)cc1 (stereo unspecified),-4,-9%[58.9 µM],-10%,-1%,-16%,-1%,12%,-20%,1%
Cc1ccc(CNC(=O)Cc2nc3nc(C)cc(C)n3n2)cc1,-2,99%[activator],-14%,-3%,-3%,4%,-11%,3%,-1%
COc1ccc(CNC(=O)c2cc(C(C)=O)c[nH]2)cc1,-6,-10%,13%,3%,1%,0%,7%,-14%,52%[activator]
CCc1ccc(NC(=O)CCn2ccnc2C)cc1,1,-7%,-11%,-3%,-3%,2%,11%,9%,?
CN(Cc1ccco1)C(=O)CN1C(=O)NC2(CCCC2)C1=O,4,4%,-11%,-3%,nt,nt,nt,-17%,32%[activator]
CC(=O)Oc1ccc(C(=O)Nc2ccccc2NC(=O)c2ccc(OC(C)=O)cc2)cc1,-5,-16%,-5%,-7%,-9%,-8%,-4%,-5%,-7%
O=C(OCc1ccccc1)N1CCC2CC1c1cc(-c3ccc4c(c3)OCO4)ccc12 (stereo unspecified),-5,19%,-18%,-1%,nt,nt,nt,-7%,nt
COc1ccc(C(=O)NC(=S)N2CC(C)OC(C)C2)cc1 (stereo unspecified),-2,13%,2%,1%,5%,0%,42%,-8%,3%
CCN(CC(=O)NCc1ccc(F)cc1)CC(=O)Nc1ccccc1-c1ccccc1,-9,90%[activator],-6%,-3%,-11%,-6%,24%,-5%,?
COc1ccc(CC2(CO)CCN(C(C)COc3ccccc3)CC2)cc1 (stereo unspecified),-1,54%[activator],-13%,0%,-21%,-4%,-1%,0%,12%

# Seven structures out of the list, ordered by length of the SMILES, rising.
SMILES,LDHA inh,Pol iota inh,POLH inh,Glioma ERSR ind,Apoferritin bind,BLM helicase inh,POLB inh,Pol kappa inh,APE1 inh
C#CCSc1nc(-c2ccccc2)c2cc(Cl)ccc2n1,-9,16%,-6%,-3%,-12%,-2%,2%,1%,nt
COc1ccc(CC2(CO)CCN(C(C)COc3ccccc3)CC2)cc1 (stereo unspecified),-1,54%[activator],-13%,0%,-21%,-4%,-1%,0%,12%
CC(C)c1onc(C(=O)Nc2cccc(O)c2)c1[N+](=O)[O-],-6,14%,-8%,6%,-11%,-1%,37%[activator],1%,12%
Cn1c2ccccc2c2cnn(CC(=O)NCc3ccc(Cl)cc3)c(=O)c21,-4,16%,-8%,0%,7%,-3%,1%,-12%,nt
O=C(OCc1ccccc1)N1CCC2CC1c1cc(-c3ccc4c(c3)OCO4)ccc12 (stereo unspecified),-5,19%,-18%,-1%,nt,nt,nt,-7%,nt
O=C(NC12CC3CC(CC(C3)C1)C2)N1CCN(S(=O)(=O)c2ccc(Cl)cc2)CC1,0,-2%,-18%,-2%,-7%,-1%,34%,-3%,-5%
CN(C(=O)c1ccc(NC(=O)Cc2ccc(NC(=O)C3CCN(C(=O)C4CC4)CC3)cc2)cc1)C1CC1,-2,43%[activator],-13%,-1%,nt,nt,nt,-6%,18%
